CD40 NFkB inh – CD40 pathway inhibition in BL2 cells | BL2 NF-kB luciferase reporter, CD40L-induced, 4 h | inhibition, % at 10 µM | actives 0.94% (n = 83,000);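 active = mean inhibition of at least 50% with a set share of replicates also reaching that level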;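 also: 0% = neutral control wells and 100% = IKK inhibitor VII at 50 µM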
An asterisk follows results filed as active; [ ] = remark or other dose.

SMILES	CD40 NFkB inh
Cc1ccc(C(=O)c2c(NC(=O)c3ccncc3)sc3c2CCCC3)cc1	3.4
O=C(c1sccc1-c1ccccc1)N1CCN(S(=O)(=O)c2ccccc2)CC1	12.2
CN(C)/C=N/c1ncnc2c1cnn2-c1ccc(C(F)(F)F)cn1	-47.8
COc1ccccc1N1CCN(C(=O)c2cc3c(=O)n(C)c4ccccc4c3n2C)CC1	2.2
Nc1nnc(SCCN2C(=O)c3ccccc3S2(=O)=O)s1	9.6
O=C1CCCN1c1ccc(CNS(=O)(=O)c2ccc(F)cc2)cc1	-11.9
O=C(Cn1cc(C(=O)C2CC2)c2ccccc21)NCc1ccc2c(c1)OCO2	-8.0
COc1cccc(-n2c(SC)nnc2-c2c[nH]c3ccccc23)c1	13.3
C[C@H](CO)N1C[C@H](C)[C@@H](CN(C)C(=O)c2cc(Cl)cc(Cl)c2)OCc2ccccc2-c2c(n(C)c3ccccc23)C1=O	-5.9[25 µM]
Cc1ccc(S(=O)(=O)N2CCOCC2)cc1C(=O)OCC(=O)c1c(N)n(C)c(=O)n(C)c1=O	-5.1
COc1ccc(NS(=O)(=O)c2cc(NC(=O)Cc3n[nH]c(=O)c4ccccc34)ccc2OC)cc1	-1.5
N#C[C@H]1[C@H](c2ccccc2-c2ccccc2)[C@H](CO)N1C(=O)NC1CCCC1	26.7[25 µM]
Cc1ccc(S(=O)(=O)NCCCNS(C)(=O)=O)cc1	9.2
CNC(=O)NC(=O)C(C)OC(=O)c1c(C)noc1C (configuration not stated)	-12.6
Cc1ccc(NS(=O)(=O)c2cccc(C(=O)N3CCN(c4ncccn4)CC3)c2)cc1	-2.2

Three of these compounds in a different format:
C[C@H](CO)N1C[C@H](C)[C@@H](CN(C)C(=O)c2cc(Cl)cc(Cl)c2)OCc2ccccc2-c2c(n(C)c3ccccc23)C1=O
  CD40 NFkB inh = -5.9[25 µM]

Cc1ccc(S(=O)(=O)N2CCOCC2)cc1C(=O)OCC(=O)c1c(N)n(C)c(=O)n(C)c1=O
  CD40 NFkB inh = -5.1

COc1ccc(NS(=O)(=O)c2cc(NC(=O)Cc3n[nH]c(=O)c4ccccc34)ccc2OC)cc1
  CD40 NFkB inh = -1.5

Next section:
SMILES	CD40 NFkB inh
O=C(Nc1cc(S(=O)(=O)N2CCOCC2)ccc1N1CCCC1)c1cnccn1	2.3
CCC(=O)c1ccc(OC)c(OC)c1O	12.5
CCCCC(CC)C(=O)NCc1ccc(F)cc1 (configuration not stated)	4.0
CN(c1ccccc1)S(=O)(=O)c1ccc(C(=O)Nc2ccncc2)cc1	10.9
CC(=O)Nc1ccc(NC(=O)[C@@H]2CCCN2S(=O)(=O)c2ccc3c(c2)OCCO3)cc1	-0.7
N#CCCN(C(=O)COC(=O)c1cccc(S(=O)(=O)N2CCCCCC2)c1)c1ccc(F)cc1	-2.2
O=C(COC(=O)COc1ccccc1)NC12CC3CC(CC(C3)C1)C2	3.0
CN1CCN(c2nc3ccccc3nc2NS(=O)(=O)c2ccc(Br)cc2)CC1	1.4
COCCN(C(=O)COC(=O)/C=C/c1ccc(SC)cc1)c1c(N)n(Cc2ccccc2)c(=O)[nH]c1=O	-0.7
Cc1ccc(-c2nc(CN(C)C3CCOCC3)c(C)o2)s1	1.8
CCOC(=O)CNC(=O)c1cc(OC)cc(OC)c1	15.2
Cc1ccc(NC(=O)c2ncc(Cl)c(Cl)c2Cl)cc1C	-27.0
CCOc1ccc(OCCC(=O)OCC(=O)NC2CC2)cc1	-8.1
CC(C)CN(C(=O)C1CC1)C1CCS(=O)(=O)C1 (configuration not stated)	6.4
CCCC#Cc1ccc([C@@H]2[C@H]3CN(CCC)CCCCN3[C@H]2CO)cc1	-4.5[25 µM]
c1cc(-c2nnc3n2N=C(c2ccc4c(c2)OCO4)CS3)ccn1	18.6
COCCN(C[C@@H]1[C@@H](c2ccccc2)[C@H](CO)N1C(=O)C1CC1)C(C)=O	-9.7[25 µM]
CN(C)c1cc(N)c2ccccc2n1 (tested in a mixture with another compound)	22.8
O=C1CN2NC(=S)N(c3ccc(Cl)cc3)C2=CN1c1ccc(Cl)cc1	4.4
CC(C)NC(=O)NC(=O)COC(=O)Cc1c(F)cccc1Cl	1.9
Cc1ccc(-c2nn(CC(=O)NCCN3CCOCC3)c(=O)c3ccccc23)cc1	7.6
COC(=O)c1ccc(OC(=O)CCc2cc(OC)c(OC)c(OC)c2)cc1	7.7
CCCC#Cc1ccc2c(c1)O[C@H](CN(C)C(=O)CC)[C@@H](C)CN([C@@H](C)CO)S2(=O)=O	16.5[25 µM]
CN1C(=O)c2cc(NC(=O)c3cscn3)ccc2OC[C@H]2O[C@H](CC(=O)N3CCOCC3)CC[C@@H]21	5.1[25 µM]
O=C(NCCCC(=O)N1CCCCC1)c1ccc(Cl)cc1	9.0
CCOc1ccc(CCNC(=O)COc2cccc(-n3cnnn3)c2)cc1OCC	-0.2
Cc1cccc(NC(=O)CNC(=O)C23CC4CC(CC(Cl)(C4)C2)C3)n1	8.0
Cc1ccc(NC(=O)NC2=N/C(=C(/C#N)C(=O)N3CCCC3)c3ccccc32)cc1	-8.2
CC(=O)N/C(=C\c1ccccc1)C(=O)OCC(=O)c1c(N)n(C)c(=O)n(C)c1=O	11.6
C[C@@H]1CN([C@@H](C)CO)C(=O)c2cc(NS(=O)(=O)c3cccs3)ccc2O[C@@H]1CN(C)C(=O)Nc1ccc2c(c1)OCO2	-12.3[25 µM]
Cc1nc2ccc(NC(=O)c3ccc(S(=O)(=O)N4CCOCC4)cc3)cc2s1	12.0
O=C(NC1CCCCC1)c1cc(S(=O)(=O)N2CCCCC2)ccc1N1CCOCC1	-1.4
C[C@H](CO)N1C[C@H](C)[C@@H](CN(C)C(=O)Nc2ccc3c(c2)OCCO3)OCc2cnnn2CCCC1=O	-31.2[25 µM]
CCc1nnc(NC(=O)CSc2nnc(CNc3ccc(C)cc3)n2C)s1	-1.5
Cc1nn(C)c(C)c1/C=N/NC(=O)CCn1nc(C)c([N+](=O)[O-])c1C	11.2
CCC(C)NCC(=O)Nc1ccc(S(N)(=O)=O)cc1 (configuration not stated)	10.6
CCC(=O)Nc1ccc(C(=O)CSc2nnc(-c3ccc(O)cc3)n2CC2CCCO2)cc1 (configuration not stated)	17.1
CCCCCN(C(=O)CCC(=O)OCc1cccc(Cl)c1)c1c(N)n(CCCC)c(=O)[nH]c1=O	-1.3
CS(=O)(=O)Nc1ccc2c3c(cccc13)CC2	4.5
CCCC(C)C(=O)Nc1cc([N+](=O)[O-])ccc1F (configuration not stated)	2.6
O=C(c1ccco1)N1CCN(C(=O)c2ccccc2[N+](=O)[O-])CC1	9.4
C[C@H](NC(=O)Nc1cccc(C(F)(F)F)c1)C(=O)O	21.3
Cc1ccc2c(Cl)c(C)c(N3CCCCC3)nc2n1	-8.8
Cc1cccc(NC(=O)CN2CCN(C(=O)c3cncn3-c3ccc(F)cc3)CC2)c1C	5.1
Cc1[nH]c(=O)[nH]c(=O)c1S(=O)(=O)N1CCCC(C(=O)NCCC2=CCCCC2)C1 (configuration not stated)	6.1
CCCC(=O)NCCCc1nc2ccccc2n1C(C)C	5.7
COc1ccccc1C#Cc1ccc([C@H]2[C@@H](C#N)N(C(=O)C3CCC3)[C@@H]2CO)cc1	-6.7[25 µM]
OC(COCc1ccccc1)CN1CCN(Cc2ccc3c(c2)OCO3)CC1 (configuration not stated)	7.8
O=C(C1CC1)N1CCC(C(O)(c2ccccc2)c2ccccc2)CC1	5.4
Cc1noc(C)c1COc1ccc(C(=O)OCC(=O)Nc2ccc(C(=O)N(C)C)cc2)cc1	-2.0
COc1ccc(S(=O)(=O)N2CCCC2CNC(=O)C(=O)NCCc2ccccc2)cc1 (configuration not stated)	-15.7
COc1ccc(OCC(=O)NNC(=O)Cn2c(=O)cnc3ccccc32)cc1	-6.5
O=C(Nc1ccccc1)N(CCc1ccncc1)C1CCCCC1	5.4
CN(C)S(=O)(=O)c1cccc(NC(=O)COC(=O)c2ccc3ccccc3n2)c1	1.1
CCOc1ccc(S(=O)(=O)N2CCOCC2)cc1NC(=O)CSCc1ccc(C)cc1	10.4
Cc1ccc(N(CC(=O)NCc2cccs2)S(=O)(=O)c2cccs2)cc1	-2.1
CCCNC(=O)N[C@@H]1C=C[C@H](CC(=O)N2CCN(C)CC2)O[C@@H]1CO	-4.9[25 µM]
CCOc1ccccc1-c1cc(-c2ccccc2)nc2c1c(=O)n(C)c(=O)n2C	13.6
O=C(COc1ccc(S(=O)(=O)NC2CCCC2)cc1)N1CCCCC1	4.3
COc1ccc(Cc2noc(CN3CCCC(OCc4ccccn4)C3)n2)cc1OC (configuration not stated)	-0.4

Retrieved by structure from the list above (six):
SMILES	CD40 NFkB inh
O=C(COc1ccc(S(=O)(=O)NC2CCCC2)cc1)N1CCCCC1	4.3
O=C1CN2NC(=S)N(c3ccc(Cl)cc3)C2=CN1c1ccc(Cl)cc1	4.4
Cc1ccc(C(=O)c2c(NC(=O)c3ccncc3)sc3c2CCCC3)cc1	3.4
COc1cccc(-n2c(SC)nnc2-c2c[nH]c3ccccc23)c1	13.3
CCCC#Cc1ccc2c(c1)O[C@H](CN(C)C(=O)CC)[C@@H](C)CN([C@@H](C)CO)S2(=O)=O	16.5[25 µM]
Cc1ccc2c(Cl)c(C)c(N3CCCCC3)nc2n1	-8.8

Later entries:
SMILES	CD40 NFkB inh
Fc1ccc(C(CCNCc2cccs2)c2ccco2)cc1 (configuration not stated)	8.7
Cc1ccc(CCNC(=O)CN(C)S(=O)(=O)c2cnc[nH]2)cc1	3.5
C[C@H](NC(=O)[C@H]1N2C(=O)c3ccccc3C2SC1(C)C)C(=O)N1CCN(C)CC1 (some centres not stated)	8.0
O=S(=O)(c1cccs1)N1CCCCN2[C@H](CO)[C@@H](c3ccc(Br)cc3)[C@H]2C1	9.2[25 µM]
O=C(O)Cc1ccc2sc(-c3ccccc3)nc2c1	2.0
Cc1cc(C(=O)Nc2nnc(C3CCCCC3)s2)cs1	-54.7
Oc1cc2c(cc1CN1CCc3ccccc3C1)OCO2	0.0
COc1ccc(CCN(C)CCC(=O)Nc2ccc(C)cc2)cc1OC	11.4
O=C(NNS(=O)(=O)c1ccc(F)cc1)C1CC(c2cccnc2)=NO1 (configuration not stated)	-9.3
CCC(C)c1ccccc1O (configuration not stated)	12.7
CC(=O)c1ccc(-c2cnc3c(NC=O)cc(-c4ccc(S(C)(=O)=O)cc4)cn23)cc1	33.3
Cc1ccc(NC(=O)C(C)N2CCOCC2)c(C(=O)c2ccccc2)c1 (configuration not stated)	1.1
C/C=C/c1ccc([C@H]2[C@@H](CO)N(C(=O)NC3CCCCC3)[C@H]2C#N)cc1	-0.5[25 µM]
CC(=O)c1cc2c(cc1NC(=O)CCC1CCCC1)OCO2	-9.6
Cc1nc2sc(C)c(C)c2c(=O)o1	8.9
O=C(c1cccnc1)N1C[C@@H]2[C@H](c3ccccc31)[C@@H](CO)N2C(=O)C1CCCCC1	-1.3
CC1(C)Cc2c(C#N)c(N3CCOCC3)nc(Cc3ccccc3)c2CO1	14.1
O=C(C1CCN(S(=O)(=O)c2ccc(F)cc2)CC1)N1CCCC(C(F)(F)F)C1 (configuration not stated)	4.9
CCCCSc1nc(C)[nH]c1[N+](=O)[O-]	5.4
CCCCn1c(NC(C)=O)c(C#N)c2nc3ccccc3nc21	-0.6
COc1cc(OC)cc(C(=O)NC(C(=O)N2CCC2)C(C)C)c1 (configuration not stated)	3.6
N/C(=N\OS(=O)(=O)c1ccc(Cl)cc1)c1ccccn1	-56.5
Cc1noc(C)c1S(=O)(=O)Nc1ccc2c(c1)C(=O)N([C@@H](C)CO)C[C@@H](C)[C@H](CN(C)Cc1ccc(C(=O)O)cc1)OCCCC[C@@H](C)O2	-0.1[25 µM]
CCNC(=O)c1cc2c(c(-c3cccc(-c4cccc(C(=O)N(C)C)c4)c3)n1)[C@@H](CCO)N([S@](=O)C(C)(C)C)C2	-18.8[25 µM]
C(=N\n1cnnc1)/c1cn(-c2cccs2)nc1-c1ccccc1	-42.0
COCC(=O)N1CC(=O)N2[C@H](CO)[C@@H](c3ccc(-c4ccncc4)cc3)[C@H]2C1	-8.5[25 µM]
Cn1cc(-c2ccno2)c(C(=O)O)n1	1.8
Cn1cc(Cl)c(C(=O)NNC(=S)NCc2ccco2)n1	4.1
CN(CC(=O)N1CCCCC1)S(=O)(=O)c1ccc(Cl)cc1	-7.5
COc1ccc(Cl)cc1NC(=O)c1oc(C)nc1C	-4.1
CC1CN=C(N(C(=O)Nc2ccccc2)c2ccc(F)cc2)S1 (configuration not stated)	5.5
O=C(c1ccccc1F)N1CC[C@@H]2[C@H]1c1cc(C#Cc3ccc(F)cc3)ccc1N[C@@H]2CO	-18.8[25 µM]
Cc1sc2ncnc(SCc3ccc(C(=O)O)cc3)c2c1C	-0.9
CN1c2ccc(C#Cc3cccnc3)cc2[C@@H]2[C@@H](CCN2S(=O)(=O)c2ccc(F)cc2)[C@H]1CO	-2.2[25 µM]
O=C(Cn1ccc(=O)[nH]c1=O)Nc1ccc(O)c([N+](=O)[O-])c1	2.9
CC(C)(C)C(=O)COC(=O)c1cc(-c2cccnc2)nc2ccccc12	10.6
CC(=O)N1[C@@H](CO)[C@H](c2ccc(-c3ccc(F)cc3)cc2)[C@@H]1CNC(=O)C1CC1	7.7
C[C@H](CO)N1C[C@H](C)[C@@H](CN(C)S(=O)(=O)c2cn(C)cn2)OCc2ccccc2-c2ccccc2C1=O	-6.1[25 µM]
CCOc1ccc(S(=O)(=O)NCCC(=O)OCC(=O)c2ccc[nH]2)cc1	3.0
CC(C)N(c1nnc(N)s1)C(C)C	2.2
O=C(COC(=O)c1ccc2ccccc2c1)NCCCc1ccccc1	2.0
COc1ccc(NC(=O)NNC(=O)c2ccccc2-n2cccc2)cc1OC	3.3
COc1ccc(-c2ccccc2[C@@H]2[C@H](C#N)N(C(=O)C3CCCC3)[C@H]2CO)cc1	1.9
Cc1cc(C)c(C)c(S(=O)(=O)Nc2cccc(S(=O)(=O)Nc3ccccc3C(=O)O)c2)c1C	1.8
CCN(CC)CCNC(=O)COc1ccc(Cl)cc1Cl	9.8
N#C[C@H]1[C@H](c2ccccc2C2=CCCCC2)[C@@H](CO)N1S(=O)(=O)c1ccccc1	60.3*[25 µM]
CC(=O)N1[C@H](CO)[C@H](c2ccccc2)[C@H]1CN(CC1CCC1)C(=O)CN(C)C	-10.0[25 µM]

Screens as filed in PubChem BioAssay.

This is a subset (hit frequency here may not be typical).
